ERK AVP inh = qHTS Assay for Inhibitors of the ERK Signaling Pathway using a Homogeneous Screening Assay. HEK293-V1b, vasopressin-stimulated pERK AlphaScreen. Potency, µM (doses to about 57.5 µM), for the others: top-dose activity, negative = inhibition, hits mostly inhibitors. 72,000 compounds, 0.99% hits. AID 995, 2007; also: potency is read from the fitted curve at half-maximal effect; % is scaled to controls: 0 for no effect and ±100 for the full control effect; nearly all actives have a fitted effect of over 55% in size
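qHTS, compounds titrated on V1b-expressing HEK293 cells. Preincubation 30 min at 37C, vasopressin 25 nM for 5 min, lysis 10 min, bead incubation 5 hr at room temperature.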
A350 autofl = qHTS Assay for Spectroscopic Profiling in A350 Spectral Region; Compound autofluorescence, 340/450 nm, Alexa 350 dye-equivalents; stronger effect = higher value; max dye-equivalent concentration, M; 59,000 compounds, 11% hits; in the data active = max dye-equivalent concentration above about 10 nM; inconclusive = mostly about 1.1 nM to 9.6 nM
BRCT inh red = qHTS Assay for Inhibitors of BRCT-Phosphoprotein Interaction (Red Fluorophore); Breast cancer type 1 susceptibility protein (Homo sapiens), P38398; BRCT-phosphopeptide binding, red fluorescence polarization; Potency, µM (top dose mostly 76.9 µM), without a hit: at the top dose activity change, negative = inhibition, actives largely listed as inhibitors; 75,000 compounds, 0.03% hits; AID 892, 2007; also: % is scaled to controls: 0 for no effect and ±100 for the full control effect
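Rhodamine-labelled pBACH1 10-mer (100 nM) bound to BRCT domain (100 nM) at pH 7.3; compounds incubated 12 min room temperature, polarization read. Free peptide defines full inhibition; unlabelled decapeptide titrated as control.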
HEK293 cAMP ctrl = qHTS Assay for Agonists of the Thyroid Stimulating Hormone Receptor: Activators of Intracellular cAMP Concentrations in Parental HEK 293; parental HEK293 CNG cAMP sensor, membrane potential fluorescence; Potency, µM (series often up to 57.1 µM), for inactives: at the top dose activation, hits mostly activators; 73,000 compounds, 2.5% hits; AID 938, 2007; also: potency is read from the fitted curve at half-maximal effect; % of control where 0% means no effect; nearly all actives have a fitted effect of over 55% in size
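Parental HEK 293 cells stably expressing a modified CNG channel (no TSHR) report cAMP rise as membrane depolarization. Membrane potential dye with 100 uM RO 20-1724 was loaded for 60 min at room temperature, then compound added for 30 min; fluorescence read at 590 nm.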
CRE-bla Fsk = Cell signaling CRE-BLA (Fsk stim); AID 662, 2007; CHO CRE-bla reporter (cAMP response element driving beta-lactamase), forskolin EC10, beta-lactamase ratio; 71,000 compounds, 2.5% hits; Potency, µM (titrated, usually from 38.2 µM), for the others: top-dose activity change, negative = inhibition, actives largely listed as activators; active = well fitted activation curve with a large enough effect in the signal ratio, with a control signal flat, not every such curve was filed as active; inconclusive = small, poorly fitted or top-dose-only effect, or effect the other way, or a change in a side signal; the % refers to the signal ratio; also: potency is read from the fitted curve at half-maximal effect; % of control where 0% means no effect
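Beta-lactamase reporter under a cAMP responsive element in CHO cells; compounds tested in titration series against EC10 NKH 477, 3 h at 37 °C. Read-out: CCF4 FRET ratio 460nm/530nm (excitation 405nm) giving %Activity, fitted to AC50.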
Tau fil binding = qHTS Assay for Tau Filament Binding | recombinant tau filaments, thioflavin S fluorescence, 15 h; filaments grown with octadecylsulfate alongside compound | Potency, µM (series often up to 57.1 µM), for the others: at the top dose activity change, negative = inhibition | 71,000 compounds, 2% hits;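 also: potency is read from the fitted curve at half-maximal effect; % is scaled to controls: 0 for no effect and ±100 for the full control effect; actives lower thioflavin S fluorescence by blocking filaments or displacing dye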
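ThS-based fibril read: tau 1 uM final, inducer ODS 30 uM final, 37 C for 15 h, ex 450/em 510 nm.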
Luciferase inh = qHTS Assay for Inhibitors of Firefly Luciferase | Luciferin 4-monooxygenase (Photinus pyralis), P08659 | purified firefly luciferase, luminescence, 8 min | Potency, µM (series often up to 57.1 µM), for inactives: at the highest dose activity change, negative = inhibition, most hits filed as inhibitors | 72,000 compounds, 2.2% hits; also: potency is read from the fitted curve at half-maximal effect; % is scaled to controls: 0 for no effect and ±100 for the full control effect; nearly all actives have a fitted effect of over 40% in size
Target sequence (P08659 whole entry, looked up): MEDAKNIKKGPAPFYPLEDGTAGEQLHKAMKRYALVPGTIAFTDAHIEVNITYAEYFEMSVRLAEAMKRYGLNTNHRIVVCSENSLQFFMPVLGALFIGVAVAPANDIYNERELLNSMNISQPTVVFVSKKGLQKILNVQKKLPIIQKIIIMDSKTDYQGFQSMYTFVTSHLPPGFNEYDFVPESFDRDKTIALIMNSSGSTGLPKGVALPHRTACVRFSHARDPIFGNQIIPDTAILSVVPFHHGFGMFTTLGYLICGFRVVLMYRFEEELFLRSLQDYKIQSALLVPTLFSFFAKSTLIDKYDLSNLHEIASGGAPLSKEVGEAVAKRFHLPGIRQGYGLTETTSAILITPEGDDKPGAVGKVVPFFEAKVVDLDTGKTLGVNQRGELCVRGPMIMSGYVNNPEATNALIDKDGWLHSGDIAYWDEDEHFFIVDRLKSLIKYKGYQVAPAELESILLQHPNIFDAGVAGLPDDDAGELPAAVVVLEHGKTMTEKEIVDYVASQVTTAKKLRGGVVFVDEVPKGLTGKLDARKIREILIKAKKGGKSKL
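Substrate buffer containing 10 uM ATP (pH 7.2 imidazole, Mg2+, KCl, detergent, BSA) is dispensed, compound pinned in, then luciferase/luciferin detector mix added. After 8 min at ambient temperature, light output is measured.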
Casp1 inh = qHTS Assay for Allosteric/Competitive Inhibitors of Caspase-1. Caspase-1 enzyme, Ac-WEHD-AFC fluorogenic rate. AID 900, 2007. 75,000 compounds, 0.03% hits. P29466. Potency, µM (highest dose often 57.5 µM), inactives show top-dose activity change, negative = inhibition, usual class: inhibitors;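 also: potency is read from the fitted curve at half-maximal effect; plate controls were vehicle for no effect and no substrate for full effect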
Target sequence (P29466 120-297 limits assumed): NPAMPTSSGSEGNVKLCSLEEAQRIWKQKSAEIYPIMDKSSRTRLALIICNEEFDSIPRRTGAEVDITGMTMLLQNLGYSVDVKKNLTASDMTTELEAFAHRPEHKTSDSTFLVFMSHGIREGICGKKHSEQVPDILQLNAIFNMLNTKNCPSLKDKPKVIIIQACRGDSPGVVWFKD
Target sequence (P29466 317-404 limits assumed): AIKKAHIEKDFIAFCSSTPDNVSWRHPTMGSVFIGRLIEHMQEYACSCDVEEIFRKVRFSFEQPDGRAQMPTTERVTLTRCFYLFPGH
USP2a inh = qHTS Assay for Inhibitors of Ubiquitin-specific Protease USP2a; Ubiquitin carboxyl-terminal hydrolase 2 (Homo sapiens), O75604; USP2a enzymatic assay, qHTS inhibition; Potency, µM (series often up to 38.3 µM), for inactives: at the top dose activity change, negative = inhibition, hits mostly inhibitors; 60,000 compounds, 0.1% hits;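 also: potency is read from the fitted curve at half-maximal effect; nearly all actives have a fitted effect of over 60% in size; plate controls were DMSO for no effect and NEM full inhibition control for full effect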
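USP2 core (20nM final) preincubated 30 min RT with compound, then Ub-PLA2 20nM and NBD C6-HPC 20uM final added; buffer 20mM Tris-HCl pH 8.0, 2mM CaCl2. Fluorescence Ex 460/Em 535 read at 0 and 2.5 h; normalized to NEM.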
Caspase-7 inhib = qHTS Assay for Allosteric/Competitive Inhibitors of Caspase-7 | recombinant caspase-7, Ac-DEVD-AFC fluorescence rate | 75,000 compounds, 0.02% hits | Potency, µM (highest dose often 57.5 µM), for the others: at the highest dose activity change, negative = inhibition, most hits filed as inhibitors; active = well fitted inhibition curve with a large enough effect in the main read-out, with a control signal flat, not every such curve was filed as active; inconclusive = small, poorly fitted or top-dose-only effect, or a change in a side signal; also: potency is read from the fitted curve at half-maximal effect; % of control where 0% means no effect
BRCT inh green = qHTS Assay for Inhibitors of BRCT-Phosphoprotein Interaction (Green Fluorophore); Breast cancer type 1 susceptibility protein (Homo sapiens), P38398; BRCA1 BRCT-phosphopeptide binding, green fluorescence polarization; Potency, µM (doses to about 76.9 µM), for the others: top-dose activity change, negative = inhibition, hits mostly inhibitors; 75,000 compounds, 0.05% hits; AID 875, 2007;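 also: potency is read from the fitted curve at half-maximal effect; plate controls were peptide without protein for full effect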
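Compounds were incubated for 12 min at room temperature with a complex of 100 nM fluorescein-tagged pBACH1 decapeptide and 250 nM His-tagged BRCT protein. Buffer was phosphate pH 7.3 with EDTA, DTT and Tween 20. Disruption of binding lowers the polarization signal.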
Active calls of the source: *; i = inactive; ? = inconclusive; . = not tested or not shown; & = joins results of further samples; [ ] = dose if it differs, or a comment. Unless noted, calls follow the shape of the dose curve; as a rule, active = well fitted curve in the direction sought with a large enough effect; inconclusive = small, poorly fitted or top-dose-only effect, or another doubt; inactive = no such curve, though single readings can be large; an effect the other way counts as inactive or inconclusive.

no. | compound | ERK AVP inh | A350 autofl | BRCT inh red | HEK293 cAMP ctrl | CRE-bla Fsk | Tau fil binding | Luciferase inh | Casp1 inh | USP2a inh | Caspase-7 inhib | BRCT inh green
1 | CC1Cc2ccccc2N1C(=O)C1CCN(S(=O)(=O)c2cccs2)CC1 (stereo unspecified) | 12% | i | 0.5% | 4% | ? | 2% | 1% | 1% | -2% | 0% | -1.3%
2 | CC(C)NC(=O)N1CC[C@@]2(CCCN(S(=O)(=O)c3ccccc3)C2)C1 | -9% | i | -0.9% | 12% | ? | -4% | -2%[11.4 µM] | -6% | 7% | 1% | -3.9%
3 | O=c1cc(CN2CCOCC2)c2c(ccc3ccccc32)o1 | 0% | i | 0.0% | ? | 18% | 6% | -3% | -4% | -6% | -2% | 0.8%
4 | Cc1cnc(CNc2cc(-c3ccc(C(=O)N(C)C)cc3)ncn2)cn1 | 2% | i | 0.2% | -5% | 4% | -6% | 1%[2.29 µM] | 0% | 10% | -5% | 0.5%
5 | Cn1nnnc1Sc1nc(-c2cccnc2)nc2ccccc12 | 8% | i | -1.3% | 6% | ? | -6% | 1% | 2% | 0% | -1% | -1.1%
6 | O=C1C(Cl)=C(NCC2CCCO2)C(=O)N1C1CCCCC1 (stereo unspecified) | 31%[activator] | . | -1.7% | 16% | 2% | ? | 0% | -4% | 5% | -5% | -1.7%
7 | CCOc1ccc(-n2c(=O)[nH]cc(C(=O)N3CCc4ccccc43)c2=O)cc1 | 18% | ? | 0.6% | 4% | ? | 5% | 0% | 3% | 0% | 2% | -0.7%
8 | COc1ccc2c(C)cc(SCC#N)nc2c1 | -27% | ? | -0.2% | 32µM* | 14% | 39% | -2% | -6% | 5% | -5% | 13%
9 | CCOC(=O)c1c(C)n(C)c2ccc(O)c(CN3CCC(C)CC3)c12 | -22% | i | -0.8% | ? | 9% | 10% | -5% | 1% | 4% | 0% | -1.9%
10 | CCOC(=O)N1CCC(NC(=O)Cn2cc3c(n2)CCCC3)CC1 | 10% | . | -0.8% | 4% | -6% | 13% | 3% | -3% | . | -1% | -2.8%
11 | COc1ccc(CN(Cc2cc3cc4c(cc3[nH]c2=O)OCO4)C(=O)NC2CCCCC2)cc1 | ? | 1.2e-07M* | -1.5% | 23% | 10µM* | 47% | 1% | -6% | . | -3% | -0.9%
12 | Cc1c(C(=O)NCC2CCCO2)oc2ccc(S(=O)(=O)N3CCCC3)cc12 (stereo unspecified) | -25% | i | -0.9% | 17% | 7% | 14% | 1% | 0% | 8% | 1% | 0.3%
13 | Cn1c(NCc2cc(Br)ccc2O)nc2ccccc21 | ? | . | -1.3% | -12% | -4% | 57% | -4% | -6% | 10% | -1% | -2.8%
14 | Cc1ccsc1C(=O)OCC(=O)NCc1ccc2c(c1)OCO2 | 1% | i | 1.8% | 15% | ? | 7% | -33% | 0% | -6% | -2% | -2.3%
15 | CCOC(=O)COn1c(=O)c[n+]([O-])c2ccccc21 | -17% | 3.3e-08M* | 0.8% | 2% | 3% | 6% | 0% | -5% | -1% | -6% | 4.0%
16 | Cc1csc(NC(=O)Cc2nn(C)c(=O)c3ccccc23)n1 | -19% | i | -0.5% | 18% | 14% | 9% | 0% | 2% | 3% | 0% | -0.8%
17 | COc1cccc(Nc2ncc3ncc(=O)n(CCc4ccccc4)c3n2)c1 | ? | i | 2.8% | -5% | ? | -10% | 1%[11.4 µM] | -16% | ? | -30% | 12%
18 | CCOC(=O)C1CCCN(C(=O)CCNS(=O)(=O)c2ccc3c(c2)CCC(=O)N3)C1 (stereo unspecified) | 24% | i | -0.1% | -2% | -2% | 2% | 0% | -2% | 4% | -1% | 3.0%
19 | COC(=O)C1OC(=O)C2OC23[C@]2(C)C(O)CC4C(C)(C)C(OC(C)=O)CC(OC(C)=O)[C@@]4(C)C2CC[C@@]13C (stereo partly specified) | -15%&-5% | . | 2.2%&-2.2% | . | . | . | . | -1%&-1% | 21%&21% | 3%&2% | -1.6%&-1.7%[3.08 µM]
20 | COCCN(C(=O)c1csnn1)C(C(=O)NC1CCCCC1)c1sccc1C (stereo unspecified) | -1% | i | 0.1% | ? | 4% | 1% | 0% | -2% | -3% | 1% | 0.6%

Filtered by structure: those above with an aryl thioether with sulfur outside any ring (2)
no. | compound | ERK AVP inh | A350 autofl | BRCT inh red | HEK293 cAMP ctrl | CRE-bla Fsk | Tau fil binding | Luciferase inh | Casp1 inh | USP2a inh | Caspase-7 inhib | BRCT inh green
5 | Cn1nnnc1Sc1nc(-c2cccnc2)nc2ccccc12 | 8% | i | -1.3% | 6% | ? | -6% | 1% | 2% | 0% | -1% | -1.1%
8 | COc1ccc2c(C)cc(SCC#N)nc2c1 | -27% | ? | -0.2% | 32µM* | 14% | 39% | -2% | -6% | 5% | -5% | 13%

(next part)
no. | compound | ERK AVP inh | A350 autofl | BRCT inh red | HEK293 cAMP ctrl | CRE-bla Fsk | Tau fil binding | Luciferase inh | Casp1 inh | USP2a inh | Caspase-7 inhib | BRCT inh green
21 | O=S(=O)(Cc1ccccc1)N1CCN(Cc2ccc3c(c2)OCO3)CC1 | -15% | . | 0.2% | 19% | -6% | -5% | -2% | -3% | 8% | -2% | -0.8%
22 | COc1ccc(C(c2nnnn2Cc2ccccc2)N2CCN(C(=O)c3ccco3)CC2)cc1OC (stereo unspecified) | -11% | i | -3.5% | ? | -11% | 3% | 0% | 3% | 9% | -1% | -3.0%
23 | COC(=O)c1ccc(CSc2nc3ccccc3o2)cc1 | 73%[activator] | ? | 0.8% | 19% | ? | 34% | 16µM* | -2% | 3% | -3% | -3.3%
24 | O=C1CCCN1CCCn1cnc2c([nH]c3ccc(F)cc32)c1=O | -3% | ? | -1.1% | 8% | ? | 1% | -3% | -2% | -1% | 0% | 0.7%
25 | CCn1ccc(=N)cc1 | -18% | ? | 0.2% | -3% | 1% | -1% | 3% | -1% | -6% | -2% | -4.2%
26 | CCc1cc2c(=O)n(-c3ccccc3)cnc2s1 | -6% | i | -0.2% | 0% | 10% | -12% | -6% | 4% | 5% | 1% | -0.4%
27 | CCOC(=O)c1c(N2C(=O)C3C4C=CC(O4)C3C2=O)sc2c1CCCC2 (stereo unspecified) | 2% | . | -0.4% | ? | -9% | 28% | 0% | -2% | 31%[activator] | 1% | -0.6%
28 | Cc1ccc2c(c1)N(CC(=O)N1CCCc3ccccc31)C(=O)CO2 | 3% | i | 0.5% | 34% | 5% | 4% | 0% | -2% | . | 4% | -2.1%
29 | CCCNC(=O)OC[C@@H]1O[C@H](CCO/N=C2\c3cc(OC)ccc3O[C@H](c3cccc(OC)c3)[C@H]2O)C=C[C@@H]1Oc1ccc(OC)cc1 | 9%[11.5 µM] | . | -0.4%[15.4 µM] | 5%[11.4 µM] | . | . | 1%[11.4 µM] | 0%[11.5 µM] | . | 1%[11.5 µM] | -0.5%[15.4 µM]
30 | CCOC(=O)C1CCN(C(=O)Nc2ccc(Cl)cc2)CC1 | -7% | . | -1.0% | 2% | -3% | -9% | -4% | 1% | 10% | 0% | 0.5%
31 | O=C(NCCN1CCN(Cc2ccccc2)CC1)C1c2ccccc2C(=O)N2CCc3ccccc3C12 (stereo unspecified) | 26% | i | 0.0% | ? | -21% | 8% | 3% | -10% | 24% | -1% | -1.3%
32 | O=C(O)CCCc1ccc2ccc3ccccc3c2c1 | -2%[11.5 µM] | i | 1.6%[15.4 µM] | 12%[11.4 µM] | -10%[7.6 µM] | -6%[11.4 µM] | 1%[11.4 µM] | -1%[11.5 µM] | . | 1%[11.5 µM] | 0.4%[15.4 µM]
33 | COC(=O)[C@@]1(Cc2ccccc2)[C@@H]2C(=CC(=O)[C@H]2CC(=O)C(=O)N(C)C)CN1C(=O)c1ccccc1 | 52%[activator] | . | 0.2% | -8% | ? | 2% | . | 0% | . | -1% | 1.1%
34 | COCCN(C(=O)CNC(=O)c1ccco1)C(C(=O)NC1CCCCC1)c1cccc(OC)c1 (stereo unspecified) | -3% | i | -0.5% | 5% | 6% | 10% | 0% | 0% | 5% | 0% | -1.3%
35 | Cn1c(=O)c2[nH]cnc2n(-c2ccccc2)c1=O | ? | 2.9e-08M* | -3.3% | 5% | ? | 21% | -3% | -4% | 3% | -7% | -1.5%

Screening results deposited in PubChem by National Center for Advancing Translational Sciences (NCATS).
